Source: PubChem BioAssay
bIAP activator: increases bovine intestinal alkaline phosphatase activity. purified bovine IAP, CDP-star luminescence, 30 min; active compounds read high; fold of DMSO-control signal, blank-subtracted. activation factor at 20 µM. 0.17% of 200,000 active;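 active = activation factor of 2 or more at 20 µM, a signal rise over negative controls twice the positive control's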
TNAP act hi DEA: TNAP (human) activation, high acceptor; purified TNAP, CDP-star luminescence, 1 M DEA, 30 min; active compounds read high; 0 = EDTA background, 1 = DMSO-only activity; 200,000 tested, under 10 active; activation factor at 20 µM; P05186;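 active = activation factor at least 2 at 20 µM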
Target sequence (P05186 whole entry, looked up): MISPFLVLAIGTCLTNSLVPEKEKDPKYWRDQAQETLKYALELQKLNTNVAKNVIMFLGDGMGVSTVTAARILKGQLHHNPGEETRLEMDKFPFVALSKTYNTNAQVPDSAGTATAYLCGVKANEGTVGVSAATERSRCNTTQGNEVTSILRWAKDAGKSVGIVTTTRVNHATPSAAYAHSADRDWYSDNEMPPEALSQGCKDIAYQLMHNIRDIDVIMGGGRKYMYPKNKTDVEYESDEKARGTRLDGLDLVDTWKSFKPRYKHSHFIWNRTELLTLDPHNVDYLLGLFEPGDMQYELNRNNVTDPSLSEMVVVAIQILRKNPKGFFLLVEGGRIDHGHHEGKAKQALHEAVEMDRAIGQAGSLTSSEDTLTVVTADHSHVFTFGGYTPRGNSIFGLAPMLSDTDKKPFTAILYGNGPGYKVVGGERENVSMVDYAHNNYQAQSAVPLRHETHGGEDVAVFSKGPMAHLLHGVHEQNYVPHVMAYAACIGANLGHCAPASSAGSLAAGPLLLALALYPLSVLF
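Measured by: Luminescent substrate turnover signal | Test system: Human TNAP | Input: TNAP 1/800 final | Dosing: 20 µM single point | Schedule: 30 min, room temperature | Controls: EDTA wells as negative control, DMSO wells as positive control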
FLuc act counter: firefly luciferase counter-screen for stimulation assays; P08659; ATPlite luciferase biochemical, luminescence, 10 min; 0 = ATP-free wells, 1 = DMSO control; activation factor at 10 µM; 200,000 tested, under 10 active;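 active = luciferase activation factor, scaled between plate controls, of at least 2 with compound at 10 µM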
Target sequence (P08659 whole entry, looked up): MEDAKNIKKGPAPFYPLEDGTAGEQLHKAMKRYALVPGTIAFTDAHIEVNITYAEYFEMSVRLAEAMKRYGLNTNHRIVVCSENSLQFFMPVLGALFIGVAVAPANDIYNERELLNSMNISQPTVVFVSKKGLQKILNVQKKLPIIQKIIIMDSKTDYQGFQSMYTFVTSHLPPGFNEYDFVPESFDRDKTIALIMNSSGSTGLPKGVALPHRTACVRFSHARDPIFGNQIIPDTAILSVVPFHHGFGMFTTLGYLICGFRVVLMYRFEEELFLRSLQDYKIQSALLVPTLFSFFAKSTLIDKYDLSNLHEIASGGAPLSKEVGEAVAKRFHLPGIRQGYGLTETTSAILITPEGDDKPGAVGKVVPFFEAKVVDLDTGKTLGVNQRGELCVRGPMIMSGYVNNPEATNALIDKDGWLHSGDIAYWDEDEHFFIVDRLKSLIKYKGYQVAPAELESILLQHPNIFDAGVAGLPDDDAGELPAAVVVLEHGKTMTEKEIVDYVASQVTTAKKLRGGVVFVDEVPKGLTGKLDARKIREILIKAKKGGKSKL
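Material: luciferase plus luciferin reagent, cell-free. Medium: PBS buffer for ATP. Also added: ATP substrate, dispensed from a 10.24 µM working solution in PBS. Doses: test compounds dosed from 2 mM stocks in 100% DMSO. Incubation: 10 min post-reagent at room temperature. Technique: light output (luminescence). Read-out basis: luminescence gain marking luciferase activators.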
bIAP inh: blocks bovine intestinal alkaline phosphatase activity; inhibition, % at 20 µM; purified bovine IAP, CDP-star luminescence, 30 min; 190,000 tested, under 10 active;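 active = over 50% inhibition of intestinal alkaline phosphatase at 20 µM in the single-dose screen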
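System: purified bovine intestinal alkaline phosphatase (IAP) enzyme; Input: IAP diluted 1/65,000,000 in the well; Measured by: CDP-star luminescence signal; Compound dosing: 20 µM single dose; Incubation: 30 min reaction at room temperature.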
RAM network inh: yeast RAM network inhibition. S. cerevisiae dse1pr::URA3 reporter, 5-FOA growth OD615, 2 d; analog-sensitive cbk1-as2 kinase mutant strain. inhibition, % at 50 µM. 1.8% of 190,000 active;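 active = inhibition above a set limit, 3 SD over mean compound inhibition, cut at about 8.4% in these data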;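 note: 0% = DMSO-only wells with no growth and 100% = 10 µM 1-NA-PP1 full growth; inhibition rescues growth on 5-FOA so higher OD means more RAM inhibition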
APP 5UTR inh: APP translation inhibition. inhibition, % at 2 µM. 0.82% of 190,000 active. SH-SY5Y APP 5'UTR-luciferase reporter, luminescence. AID 1285;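 active = inhibition above a set limit, derived from the sample mean plus 3 SD, cut at about 45% in these data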; note: values of inactives mirror those of a sister screen read the other way
TNAP inh hiacc: inhibitors of human TNAP at high phosphate acceptor concentration | P05186 | purified TNAP, CDP-star luminescence, 1 M DEA | inhibition, % at 20 µM | 0.03% of 200,000 active | AID 1135;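 active = over 50% inhibition of tissue-nonspecific alkaline phosphatase at 20 µM in the single-dose screen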;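 note: plate controls were DMSO wells for no effect and EDTA-quenched wells as full inhibition for full effect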
TNAP inh noacc: inhibitors of human TNAP without phosphate acceptor; P05186; purified TNAP, CDP-star luminescence, 30 min; inhibition, % at 20 µM; 0.26% of 200,000 active; AID 1012;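 active = tissue-nonspecific alkaline phosphatase inhibition above about 50% at 20 µM in the single-dose screen, limit read from the data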;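 note: 0% = DMSO negative control and 100% = EDTA positive control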
FLuc inh counter: counter-screen for luciferase assay inhibitors: firefly luciferase inhibition; 1.5% of 200,000 active; P08659; ATPLite firefly luciferase biochemical luminescence, 10 min; inhibition, % at 10 µM;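 active = inhibition above about 50% when tested at 10 µM, limit read from the data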
L major viab: Leishmania major promastigote growth inhibition; Leishmania major promastigotes, resazurin fluorescence viability; inhibition, % at 10 µM; 9% of 200,000 active; AID 1063; in the data active = inhibition above about 50%;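 note: promastigotes grown with compound for 44 hours at 28 °C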
* marks the source's active call; other numbers are inactive results; / = no result given; & = joins results of further samples. The list is partial; rates above refer to the full screens.

Start of the data: the first 5 records, ahead of the listing:
SMILES | bIAP activator | TNAP act hi DEA | FLuc act counter | bIAP inh | RAM network inh | APP 5UTR inh | TNAP inh hiacc | TNAP inh noacc | FLuc inh counter | L major viab
C=CCN1C(=O)NC(=O)C(CCc2ccncc2)(CCc2ccncc2)C1=O | 1 | 1 | 1 | -3 | -0.2 | 9 | -3 | -6 | -4 | -5
O=P(Nc1c(Cl)cccc1Cl)(c1ccccc1)c1nc2c(s1)CCCC2 (stereo unspecified) | 1 | 1 | 1.1 | 3 | 0.1 | -16 | -3 | -6 | -7 | -2
O=C(C1CC(=O)N(C2CCCC2)C1)N1CCC2(CC1)OCCO2 (stereo unspecified) | 1 | 1 | 1 | 2 | 0.8 | -7 | 4 | -8 | -3 | -6
O=[N+]([O-])NC1=NCN(Cc2ccco2)CN1Cc1ccco1 | 0.7 | 1 | 1 | 29 | 3.6 | 4 | 2 | -8 | 3 | -3
CC1(C)C2CC=C(CN3CCC(O)CC3)C1C2 (stereo unspecified) | 0.9 | 1 | 1 | 7 | 0.1 | -12 | -2 | -8 | -4 | 64*

Main list, repeating the preview:
SMILES | bIAP activator | TNAP act hi DEA | FLuc act counter | bIAP inh | RAM network inh | APP 5UTR inh | TNAP inh hiacc | TNAP inh noacc | FLuc inh counter | L major viab
C=CCN1C(=O)NC(=O)C(CCc2ccncc2)(CCc2ccncc2)C1=O | 1 | 1 | 1 | -3 | -0.2 | 9 | -3 | -6 | -4 | -5
O=P(Nc1c(Cl)cccc1Cl)(c1ccccc1)c1nc2c(s1)CCCC2 (stereo unspecified) | 1 | 1 | 1.1 | 3 | 0.1 | -16 | -3 | -6 | -7 | -2
O=C(C1CC(=O)N(C2CCCC2)C1)N1CCC2(CC1)OCCO2 (stereo unspecified) | 1 | 1 | 1 | 2 | 0.8 | -7 | 4 | -8 | -3 | -6
O=[N+]([O-])NC1=NCN(Cc2ccco2)CN1Cc1ccco1 | 0.7 | 1 | 1 | 29 | 3.6 | 4 | 2 | -8 | 3 | -3
CC1(C)C2CC=C(CN3CCC(O)CC3)C1C2 (stereo unspecified) | 0.9 | 1 | 1 | 7 | 0.1 | -12 | -2 | -8 | -4 | 64*
COc1cc(CN2CC3CC(C2)c2cccc(=O)n2C3)cc(OC)c1OC (stereo unspecified) | 1 | 1 | 1 | 1 | / | 13 | -1 | -12 | 0 | -2
C=CCN1C(=O)/C(=C/c2ccc(N3CCOCC3)o2)C(=O)NC1=S | 1.1 | 0.7 | 0.9 | -5 | 1.3 | 10 | 34 | 35 | 10 | 3
CC(C)CNC(=O)c1c(N)n(Cc2ccco2)c2nc3ccccc3nc12 | 1 | 1 | 1.1 | 0 | 1.3 | 5 | 4 | -10 | -8 | 6
COc1ccc(-n2c(O)c(C(C)=NCCN3CCNCC3)c(=O)[nH]c2=O)cc1 | 1 | 1 | 1.1 | -4 | 0.3 | 2 | -4 | -10 | -7 | -2
CCc1ccc(CN2CCCC(C(=O)c3sccc3C)C2)o1 (stereo unspecified) | 1 | 1.1 | 1.1 | -2 | 3.9 | -15 | -6 | -12 | -5 | 0
Nc1ccccc1C(=O)OC1CSC1 | 1 | 1 | 1 | 4 | 0.4 | -8 | -1 | -12 | -5 | -4
CN(C)Cc1ccccc1OC(=O)N(C)C | 0.9 | 1 | 1 | 6 | 0.5 | -11 | 2 | 1 | -2 | -1
CSc1ccccc1C(=O)C1CCCN(Cc2cccc(C)n2)C1 (stereo unspecified) | 1.2 | 1 | 1 | -15 | 0.4 | -14 | 0 | -3 | -2 | 23
O=C(c1ccc2nc(-c3ccco3)c(-c3ccco3)nc2c1)N1CCC2(CC1)OCCO2 | 0.9 | 0.9 | 1 | 9 | 2.0 | / | 8 | 4 | 4 | /
NP(=O)(Oc1ccccc1Cl)Oc1ccccc1Cl | 1 | 1 | 1 | -4 | 2.9 | 9 | -3 | -12 | -4 | 2
CCN(CC)S(=O)(=O)c1ccc(N=Cc2c(O)n(-c3ccccc3)c(=O)[nH]c2=O)cc1 | 1 | 1 | 1 | 2 | 1.7 | -16 | 0 | -1 | -2 | -9
CC(c1ccc(F)cc1)n1cc(C(=O)NCc2ccc3c(c2)OCO3)nn1 (stereo unspecified) | 1 | 1 | 1 | 3 | 3.0 | -4 | 2 | -9 | -4 | -4
Cc1ccc(C(=O)C2CN(C)CC2C(=O)c2ccc(C)cc2)cc1 (stereo unspecified) | 1.1 | 1.1 | 1 | -15 | 0.8 | -48 | -6 | -11 | -5 | 2
COc1cc2c(cc1OC)[C@@]13CCN4CC5=CCO[C@H]6CC(=O)N2[C@H]1[C@H]6[C@H]5C[C@H]43 | 0.9 | 1 | 1 | 7 | 0.9 | 7 | -3 | -3 | -5 | -2
Cn1nc(-c2ccc(OCC(=O)N3CCN(Cc4ccccc4)CC3)cc2)c2ccccc2c1=O | 1&0.7 | 1&1 | 1&1.1 | 2&28 | 0.3&-0.4 | -17&7 | -4&-1 | -13&-4 | -5&-11 | -5&-4
OC(c1ccccc1)(c1ccccc1)C1CCNCC1 | 0.9 | 1 | 1 | 10 | -0.8 | -10 | -4 | -5 | -1 | 1
CN1Cc2c(c(C#N)c(N)n(C)c2=S)CC1(C)C | 0.9 | 1 | 1.1 | 12 | 0.0 | -1 | -4 | -7 | -9 | -3
COc1ccc(-c2nc3ccccc3c(=O)n2-c2cccnc2)cc1 | 0.9 | 1 | 1.1 | 7 | 2.4 | -5 | -4 | -13 | -5 | -12
O=C(COc1ccccc1)c1cn(Cc2ccccc2)c2ccccc12 | 1.1 | 1 | 0.9 | -8 | 12* | 10 | -1 | 12 | 7 | -3
O=c1c2ccccc2nc(-c2ccco2)n1-c1ccncc1 | 1 | 1 | 1 | -3 | 0.7 | -2 | -2 | -4 | 3 | 0
CC(=O)N1N=C(c2cccnc2)CC1c1ccccc1O (stereo unspecified) | 1 | 1 | 1 | 2 | 0.3 | -19 | 0 | 0 | 0 | -1
O=C(C1CCCO1)N1CCC2(CC1)OCCO2 (stereo unspecified) | 0.9 | 1 | 1.1 | 12 | -0.1 | -2 | -5 | -3 | -9 | 4
O=C(Cc1ccccc1)N1CCN(Cc2ccc([N+](=O)[O-])cc2)CC1 | 1 | 1 | 1 | -2 | 2.1 | -7 | -5 | -13 | -4 | 16
C#CCN(C)C(C)Cc1ccccc1 (stereo unspecified) | 1 | 1 | 1 | -4 | -0.4 | -9 | -3 | -10 | -3 | -5
CCCCc1nc(N2CCNCC2)c(C#N)c2c1CSC(C)(C)C2 | 1 | 1 | 1.1 | 1 | 0.1 | -20 | -3 | 8 | -10 | 97*
CCCCn1c(O)c(C(CC)=NCCN2CCCCC2)c(=O)[nH]c1=O | 1 | 1.1 | 1 | 4 | 0.7 | -2 | -7 | -8 | -1 | -4
COc1cccc(NP(=O)(Oc2ccccc2Cl)Oc2ccccc2Cl)c1 | 0.9 | 1 | 1 | 6 | 13* | 17 | 0 | -13 | -2 | 10
O=c1[nH]c(=O)n(-c2ccc(Cl)cc2)c(O)c1C=Nc1ccc(S(=O)(=O)Nc2nccs2)cc1 | 0.8 | 1 | 1 | 24 | 3.7 | 7 | 3 | 3 | 1 | 34
C=CCNC(=S)/N=C/c1c(O)[nH]c(=O)[nH]c1=O | 1.1 | 1 | 1 | -12 | 2.2 | -3 | 2 | -1 | 2 | -4
O=C1C2CCCN2C(c2ccncc2)N1c1ccc(Cl)c(Cl)c1 (stereo unspecified) | 0.9 | 1.1 | 1.1 | 6 | 1.2 | 5 | -8 | -15 | -6 | 0
CCN(c1ccc(C(O)(C(=O)OC)C(F)(F)F)cc1)S(=O)(=O)c1ccc(C)cc1 (stereo unspecified) | 0.9 | 1 | 1 | 10 | 0.6 | 5 | 0 | -6 | -1 | 89*
CN(C)CCN=Cc1c(O)n(-c2cccc(C(F)(F)F)c2)c(=O)[nH]c1=O | 1 | 1 | 1 | -2 | 0.9 | 32 | -4 | 2 | -5 | -6
CC1(c2ccc(Cl)cc2Cl)OCC(Cn2cncn2)O1 (stereo unspecified) | 1.2 | 1.1 | 1.1 | -16 | 2.2 | 3 | -6 | -6 | -8 | 3
COc1ccccc1-n1c(O)c(C=Nc2c(C)n(C)n(-c3ccccc3)c2=O)c(=O)[nH]c1=O | 0.9 | 1 | 1.1 | 6 | 1.4 | -4 | -2 | -7 | -7 | -5
c1cnc(N2CCNCC2)nc1 | 1.3 | 1 | 1 | -33 | 1.9 | -15 | 0 | 2 | 3 | 7
C/C(=N\Nc1ccccc1)c1c(O)n(Cc2ccccc2)c(=O)[nH]c1=O | 0.9 | 1 | 1 | 9 | 1.5 | -9 | 1 | -8 | 0 | 19
CC1CCCN(CC(=O)c2ccc(Cl)c(Cl)c2)C1 (stereo unspecified) | 1.2 | 1 | 1 | -19 | 1.7 | 33 | -3 | 0 | -4 | -21
Cc1ccccc1NC(=S)NC(NC(=O)CF)C(Cl)(Cl)Cl (stereo unspecified) | 0.8 | 1 | 0.9 | 15 | 3.2 | 1 | -5 | -8 | 7 | -1
CCc1ccc(N2C(=O)NC(=O)C(CCc3ccncc3)(CCc3ccncc3)C2=O)cc1 | 1 | 1.1 | 1 | 5 | 1.1 | -2 | -6 | -6 | -4 | -7
COc1ccc(OC)c(N2C(=O)NC(=O)C(CCc3ccncc3)(CCc3ccncc3)C2=O)c1 | 1 | 1 | 1.1 | -1 | -0.5 | -6 | -1 | -6 | -7 | -7
COc1ccc(Cn2c(N)c(C(=O)NCc3ccco3)c3nc4ccccc4nc32)cc1OC | 1.2 | 1 | 1 | -17 | 6.3 | 16 | -2 | -11 | -3 | 59*
Cc1nn(-c2ccccc2)c2c1CC1(C(=O)N(C)C(=O)N(C)C1=O)C1CCCCN21 (stereo unspecified) | 1 | 1.1 | 1.1 | -1 | 0.1 | 10 | -5 | -12 | -6 | -5
COC(=O)c1cc(COc2cc(C)cc3oc(=O)c4c(c23)CCC4)c(C)o1 | 0.9 | 1 | 1 | 8 | / | / | -2 | -10 | 0 | /
COCCOC(=O)c1c(N)n(Cc2ccco2)c2nc3ccccc3nc12 | 0.9 | 0.9 | 1 | 5 | / | -10 | 7 | -10 | -4 | 21
O=C(Cn1nc(Cc2cccnc2)c2ccccc2c1=O)N1CCC2(CC1)OCCO2 | 1.1 | 1 | 1.1 | -7 | 0.5 | -16 | -2 | -7 | -8 | -8
O=C(CN1CC(c2ccccc2)CC1=O)Nc1ccccc1 (stereo unspecified) | 0.9 | 1 | 1 | 14 | 2.5 | 24 | 0 | -5 | 1 | -9
CCN1CCN(S(=O)(=O)c2cnc(Cl)c(Br)c2)CC1 | 0.8 | 1.1 | 1.1 | 25 | 0.2 | -2 | -7 | -12 | -6 | -1
CC(=NCc1cccnc1)c1c(O)n(C2CCCCC2)c(=O)[nH]c1=O | 1.1 | 1.1 | 1 | -7 | -0.8 | 4 | -5 | -4 | -4 | 8
N=c1n(CCO)c2ccccc2n1Cc1ccccc1 | 0.8 | 1 | 1 | 16 | 2.8 | 6 | -2 | -9 | -5 | 0
CCCC[n+]1cc(/N=C(\[O-])OC)on1 | 1 | 1 | 1.1 | 3 | 1.1 | 2 | -3 | -1 | -8 | 5
